UHRF1 MBD2 ctr = UHRF1 methylated DNA binding inhibitors, primary screen, counter-screen for MBD2 inhibitor project, biochemical, TR-FRET, human UHRF1, single concentration | UHRF1 binding to methylated oligo | inhibition, % at 4.4 µM | 370,000 compounds, 0.75% hits | AID 687016, 2013; in the data active means inhibition above about 21%;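 further: UHRF1 SRA domain binding a hemimethylated CpG hairpin DNA probe; 0% = median of test compound wells and 100% = reference inhibitor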
Tn6 DDE FP = inhibitors of Tn6 peptide binding to fibrin DD(E), primary screen, biochemical, fluorescence polarization, human fibrin, Tn6 probe; Fibrinogen beta chain (Homo sapiens), P02675; Fibrin DD(E) TRITC-Tn6 fluorescence polarization displacement; inhibition, % at 8.3 µM; 370,000 compounds, 0.21% hits; AID 720509, 2013;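 active means inhibition above a per-campaign cutoff: mean of compounds within control limits plus 3 SD, cut at about 15% in these data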;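 further: 0% = median of all compound wells on the plate and 100% = blocking peptide control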
MBD2 inh = inhibitors of MBD2 binding to methylated DNA, primary screen, biochemical, TR-FRET, DNA-binding domain, human | 370,000 compounds, 0.31% hits | MBD2 binding to methylated oligonucleotide | inhibition, % at 4.4 µM | AID 686964, 2013; in the data active means inhibition above about 13%
ASAP1 inh = inhibitors of human ASAP1 ArfGAP activity, primary screen, biochemical, fluorescence polarization; inhibition, % at 16.5 µM; Arf-GAP with SH3 domain, ANK repeat and PH domain-containing protein 1 (Homo sapiens), …; ASAP1-stimulated ARF1 GTP hydrolysis, GDP FP detection; AID 624377, 2012; 360,000 compounds, 0.19% hits; in the data active means inhibition above about 25%;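 further: 0% = vehicle with enzyme and substrate and 100% = no enzyme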
Tn7 DDE FP = inhibitors of Tn7 peptide binding to fibrin DD(E), primary screen, biochemical, fluorescence polarization, human fibrin, Tn7 probe | 370,000 compounds, 0.13% hits | FP displacement of FITC-Tn7 peptide from fibrin DD(E); 0% = median of compound wells per plate | inhibition, % at 8.3 µM | Fibrinogen beta chain (Homo sapiens), P02675;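 active means inhibition above the mean of compounds falling within the control limits plus 3 SD of them, cut at about 14% in these data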;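 further: 0% = plate median of compound wells and 100% = 10 µM Aha-Tn7 peptide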
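System: human fibrin DD(E); quantity: Fibrin-DD(E) at 2 µM final; also added: fluorescent Tn7 probe at 0.1 µM; compound dosing: single nominal test concentration of 8.3 µM per compound; schedule: 10 min preincubation, 3 h with tracer, room temperature; detection: fluorescence polarization of the labelled Tn7 tracer; repeats: one replicate per compound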
PLCb3 inh = human PLC-beta3 inhibitors, primary screen, biochemical, fluorescence; AID 720704, 2013; inhibition, % at 12.2 µM; 1-phosphatidylinositol 4,5-bisphosphate phosphodiesterase beta-3 (Homo sapiens), Q01970; 370,000 compounds, 0.18% hits; Purified PLC-beta3, fluorogenic substrate; in the data active means inhibition above about 11%;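 further: 0% = median of compound wells on plate and 100% = full blocker control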
Target sequence (Q01970 whole entry, looked up): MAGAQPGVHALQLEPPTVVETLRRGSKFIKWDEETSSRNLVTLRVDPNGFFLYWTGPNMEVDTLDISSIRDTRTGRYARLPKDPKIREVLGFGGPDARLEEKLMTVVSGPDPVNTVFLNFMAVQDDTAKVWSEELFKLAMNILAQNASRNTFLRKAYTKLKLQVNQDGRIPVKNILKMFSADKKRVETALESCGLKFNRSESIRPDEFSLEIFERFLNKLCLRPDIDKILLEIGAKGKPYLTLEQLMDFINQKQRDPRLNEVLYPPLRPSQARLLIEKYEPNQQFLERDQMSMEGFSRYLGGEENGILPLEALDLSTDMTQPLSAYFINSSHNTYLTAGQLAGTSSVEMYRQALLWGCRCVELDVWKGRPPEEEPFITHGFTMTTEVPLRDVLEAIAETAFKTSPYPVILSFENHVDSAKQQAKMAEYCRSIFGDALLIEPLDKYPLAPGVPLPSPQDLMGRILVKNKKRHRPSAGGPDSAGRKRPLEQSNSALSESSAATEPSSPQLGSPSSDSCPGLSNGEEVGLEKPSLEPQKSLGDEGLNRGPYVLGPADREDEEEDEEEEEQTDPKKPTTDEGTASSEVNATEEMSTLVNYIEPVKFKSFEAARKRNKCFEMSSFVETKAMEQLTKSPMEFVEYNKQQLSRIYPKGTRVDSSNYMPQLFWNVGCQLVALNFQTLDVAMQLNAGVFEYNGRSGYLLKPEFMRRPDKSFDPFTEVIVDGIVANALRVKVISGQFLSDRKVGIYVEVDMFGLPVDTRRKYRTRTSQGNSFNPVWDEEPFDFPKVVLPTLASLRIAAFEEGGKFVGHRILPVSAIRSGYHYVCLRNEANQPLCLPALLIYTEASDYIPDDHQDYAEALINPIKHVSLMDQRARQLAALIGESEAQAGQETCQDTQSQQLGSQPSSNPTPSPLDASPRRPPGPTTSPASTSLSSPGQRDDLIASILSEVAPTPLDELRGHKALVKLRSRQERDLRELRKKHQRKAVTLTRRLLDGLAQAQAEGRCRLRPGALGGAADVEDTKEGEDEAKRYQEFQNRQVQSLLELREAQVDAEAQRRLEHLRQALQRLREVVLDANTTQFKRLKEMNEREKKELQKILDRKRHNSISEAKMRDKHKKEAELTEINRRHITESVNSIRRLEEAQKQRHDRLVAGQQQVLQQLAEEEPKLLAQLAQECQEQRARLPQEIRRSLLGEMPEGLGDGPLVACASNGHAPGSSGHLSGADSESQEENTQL
ADAM17 inh = ADAM17 inhibitors, primary screen, biochemical, QFRET; recombinant ADAM17, EDANS/DABCYL FRET peptide cleavage; inhibition, % at 6.95 µM; 370,000 compounds, 0.83% hits; AID 720648, 2013;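 active means inhibition above the mean of compounds lying between control limits plus 3 SD, set per campaign, cut at about 8.5% in these data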;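 further: 0% = DMSO-only wells as the low control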
PLC-gamma1 inh = PLC-gamma1 enzyme inhibitors, primary screen, biochemical, fluorescence, purified enzyme; inhibition, % at 12.2 µM; 1-phosphatidylinositol 4,5-bisphosphate phosphodiesterase gamma-1 (Homo sapiens), P19174; 370,000 compounds, 0.84% hits; fluorogenic substrate; in the data active means inhibition above about 9.5%
KLK7 zymogen act = proKLK7 zymogen activators, primary screen, biochemical, fluorescence intensity. AID 652039, 2013. activation, % at 7 µM. Kallikrein-7 (Homo sapiens), P49862. purified proKLK7, EDANS-DABCYL substrate fluorescence; 100% is mature enzyme control, 0% vehicle. 370,000 compounds, 0.9% hits;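 active means activation above the mean of all tested compounds plus 3 SD, computed per campaign excluding outliers beyond control limits, cut at about 13% in these data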
ARFGAP1 inh = inhibitors of rat ARFGAP1 GAP activity, primary screen, biochemical, fluorescence polarization, GDP tracer; ADP-ribosylation factor GTPase-activating protein 1 (Rattus norvegicus), Q62848; Arfgap1-stimulated ARF1 GTP hydrolysis, GDP FP detection; inhibition, % at 16.5 µM; 360,000 compounds, 0.26% hits; AID 651572, 2012;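 active means inhibition above a per-plate limit, mean inhibition of low control wells plus 3 SD, cut at about 25% in these data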;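 further: 0% = DMSO wells with enzyme and 100% = wells lacking Arfgap1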
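Material: rat Arfgap1 catalytic domain, aa 1-136; also added: human ARF1(Δ1-17)-GTP substrate; compound dosing: one concentration, 16.5 µM, DMSO 1.26%; incubation: GTP hydrolysis reaction 2 h at 25 °C; measured by: Tracer-displacement fluorescence polarization with EDTA stop, 620/688 nm; evaluation: % inhibition from polarization; repeats: one replicate per compound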
An asterisk follows results filed as active.

SMILES	UHRF1 MBD2 ctr	Tn6 DDE FP	MBD2 inh	ASAP1 inh	Tn7 DDE FP	PLCb3 inh	ADAM17 inh	PLC-gamma1 inh	KLK7 zymogen act	ARFGAP1 inh
COC(=O)C1=NN(c2cccc3ccccc23)C2C(=O)N(c3ccccc3OC)C(=O)C12 (configuration not stated)	1	-1	-3	0	3	-67	1	-44	2.3	-12
O=C(CN1C(=O)C(=O)N(Cc2ccco2)C1=O)NC1CCCCC1	4	-1	2	-1	-5	0	1	2	-0.6	-11
Cc1cc(C)n2nc(SCC(=O)N3CCc4ccccc43)nc2n1	-1	-1	-6	-2	3	4	0	1	-0.5	5
Cc1cc(C)n(-c2ccc([N+](=O)[O-])cc2)n1	1	-2	-5	-14	-4	5	3	6	-0.4	-1
OC(c1ccc2c(c1)OCO2)c1ncc(-c2ccc(Cl)cc2)[nH]1 (configuration not stated)	1	3	5	16	4	-2	-4	0	-0.2	11
CCC(=O)NC(c1ccc(C)cc1)c1cc([N+](=O)[O-])c2cccnc2c1O (configuration not stated)	-11	0	-3	2	9	2	7	3	0.2	3
Cc1cc(C)cc(NC(=S)N(CCN(C)C)C(C)c2cccnc2)c1 (configuration not stated)	2	6	0	-1	-10	0	0	3	-0.2	5
C=CCN(c1ccccc1)S(=O)(=O)c1cccc(C(=O)NCc2ccncc2)c1	0	5	1	-3	-1	-6	-2	-3	-0.1	2
O=S(=O)(c1ccc(Br)c2ccccc12)N1CCOCC1	1	0	-1	-12	-3	-8	-4	1	0.2	-1
CCOC(=O)N1CCN(C(=O)CCCn2c(=S)[nH]c3ccccc3c2=O)CC1	1	-3	-4	4	7	2	-2	0	0.2	4
CCN(CC(=O)Nc1ccccc1C(F)(F)F)C(=O)c1cc(-c2ccccc2)nn1-c1ccccc1	2	-12	2	0	-1	-8	4	3	-1.0	9
Cc1cc2nn(-c3ccccc3)nc2cc1NC(=O)c1cccs1	2	4	5	7	2	-6	-5	-6	-2.1	16

An excerpt from above in order of the KLK7 zymogen act value, low to high:
canonical_smiles	Tn6 DDE FP	MBD2 inh	ASAP1 inh	Tn7 DDE FP	PLCb3 inh	ADAM17 inh	PLC-gamma1 inh	KLK7 zymogen act	ARFGAP1 inh
Cc1cc2nn(-c3ccccc3)nc2cc1NC(=O)c1cccs1	4	5	7	2	-6	-5	-6	-2.1	16
O=C(CN1C(=O)C(=O)N(Cc2ccco2)C1=O)NC1CCCCC1	-1	2	-1	-5	0	1	2	-0.6	-11
Cc1cc(C)n(-c2ccc([N+](=O)[O-])cc2)n1	-2	-5	-14	-4	5	3	6	-0.4	-1
OC(c1ccc2c(c1)OCO2)c1ncc(-c2ccc(Cl)cc2)[nH]1 (configuration not stated)	3	5	16	4	-2	-4	0	-0.2	11

Fetched by compound from the list above:
SMILES	UHRF1 MBD2 ctr	Tn6 DDE FP	MBD2 inh	ASAP1 inh	Tn7 DDE FP	PLCb3 inh	ADAM17 inh	PLC-gamma1 inh	KLK7 zymogen act	ARFGAP1 inh
CCOC(=O)N1CCN(C(=O)CCCn2c(=S)[nH]c3ccccc3c2=O)CC1	1	-3	-4	4	7	2	-2	0	0.2	4
CCN(CC(=O)Nc1ccccc1C(F)(F)F)C(=O)c1cc(-c2ccccc2)nn1-c1ccccc1	2	-12	2	0	-1	-8	4	3	-1.0	9

(listing goes on)
SMILES	UHRF1 MBD2 ctr	Tn6 DDE FP	MBD2 inh	ASAP1 inh	Tn7 DDE FP	PLCb3 inh	ADAM17 inh	PLC-gamma1 inh	KLK7 zymogen act	ARFGAP1 inh
CCN1CCN(C(=O)CN(C)S(=O)(=O)c2ccc(OC)c(C)c2)CC1	3	-10	6	0	-5	-5	-4	-2	0.1	6
Cn1c(=O)c2[nH]c(=S)n(Cc3ccccc3)c2n(C)c1=O	-2	0	0	3	1	-1	-3	-2	0.2	3
CC(C)C(=O)NC(c1ccco1)c1c(O)ccc2ccccc12 (configuration not stated)	-1	6	1	8	0	-10	-30	-9	-4.9	-12
CC(C)c1ccc([N+](=O)[O-])cc1S(=O)(=O)N1CCN(C)CC1	0	3	-5	-1	3	0	-2	0	0.1	5
Cc1sc2ncn(CC(=O)N3CCOCC3)c(=O)c2c1-c1ccccc1	-1	-4	-2	4	3	0	-3	-1	0.1	2
COc1cccc(/C=N/n2c(-c3cc(C)[nH]n3)n[nH]c2=S)c1O	0	-6	1	-9	0	-8	-3	3	-0.7	-10
O=C1C(Cl)=C(N2CCN(c3ccccc3[N+](=O)[O-])CC2)C(=O)c2ccccc21	-10	7	-29	0	2	-16	-8	-11	0.7	6
COc1ccc(-n2c(C)cc(=O)c3c2CC(C)(C)CC3=O)cc1	-1	1	-6	14	3	8	1	7	0.1	-1
Cn1c(Oc2ccccc2NCc2cc(Br)ccc2O)cc(=O)n(C)c1=O	1	0	0	5	-3	2	2	2	0.0	0
Cc1cc(C)n(CCNC(=O)c2cc(COc3ccc(F)cc3Cl)on2)n1	3	4	2	3	7	-5	-5	-2	0.1	8
CC(=O)c1sc(-c2ccccc2)nc1C	-4	1	1	19	-2	-3	0	1	0.2	7
OC1CCN(Cc2ccc(OCc3ccccc3)cc2)CC1	1	0	-1	9	-2	-2	-3	2	0.1	0

Complete entries, looked up by structure. Order of values: UHRF1 MBD2 ctr, Tn6 DDE FP, MBD2 inh, ASAP1 inh, Tn7 DDE FP, PLCb3 inh, ADAM17 inh, PLC-gamma1 inh, KLK7 zymogen act, ARFGAP1 inh
Record of `COc1cccc(/C=N/n2c(-c3cc(C)[nH]n3)n[nH]c2=S)c1O` → 0, -6, 1, -9, 0, -8, -3, 3, -0.7, -10
Record of `CC(=O)c1sc(-c2ccccc2)nc1C` → -4, 1, 1, 19, -2, -3, 0, 1, 0.2, 7

(list continues)
SMILES	UHRF1 MBD2 ctr	Tn6 DDE FP	MBD2 inh	ASAP1 inh	Tn7 DDE FP	PLCb3 inh	ADAM17 inh	PLC-gamma1 inh	KLK7 zymogen act	ARFGAP1 inh
CCCn1nnnc1NC(=O)COc1ccc(Cl)cc1C	-4	-4	-6	8	-4	0	0	-1	0.0	0
CC(=O)Nc1sc(C)c(C)c1C(=O)OCC(=O)N(C)C1CCS(=O)(=O)C1 (configuration not stated)	12	-3	0	-6	-4	-1	-4	-3	-0.5	3
C/C(=N\NC(=O)c1c(Br)c(C)nn1C)c1ccc(NC(=O)C(C)Oc2ccc(Cl)cc2C)cc1 (configuration not stated)	3	-4	-2	5	-3	8	9.1*	6	0.1	-11
C[C@@H]1CCCCO[C@H](CN(C)Cc2ccc(C(=O)O)cc2)[C@@H](C)CN([C@H](C)CO)C(=O)c2cc(N(C)C)ccc2O1	0	3	1	4	-3	-37	-4	-28	0.9	6
COCc1ccc(CN2CCCC(CO)(Cc3ccccc3C)C2)o1 (configuration not stated)	1	-9	-3	-8	-3	0	-5	-1	-0.2	-11
O=C(NCc1ccco1)c1c2c(nc3ccccc13)CCC2	18	-4	8	7	-4	-93	-46	-77	0.3	4
COc1cc(/C=C/C(=O)OCC(=O)NCc2ccc(F)cc2)ccc1O	0	8	-1	15	1	-50	-14	-35	0.6	5
CC1=CC(C)(C)N(C(=O)CNC2CCCC2)c2cc(C)ccc21	3	2	4	1	4	3	-3	2	0.0	3
CCN(CC(=O)Nc1c(C(=O)OC)[nH]c2ccc(Cl)cc12)c1ccc2c(c1)OCO2	-3	-11	1	9	5	-10	-3	-6	1.0	6
COc1cccc(NC(=O)CSc2nc(=O)n(Cc3ccncc3)c3c2CCCC3)c1	0	5	-2	10	-1	6	0	-1	0.1	4
CCOc1ccc(Nc2ccc([N+](=O)[O-])c3nonc23)cc1	-21	-4	-22	-2	3	-1	2	4	-0.4	-7
CCOC(=O)NC(NCCc1ccccc1)(C(F)(F)F)C(F)(F)F	-4	15	-4	-3	4	0	-2	1	0.1	-6
COC(=O)c1c(-c2ccccc2)csc1NC(=O)C1CC=CCC1C(=O)O (configuration not stated)	5	-4	5	5	6	-6	-7	-7	0.3	-5
CCc1ccc(C2C(C#N)=C(N)Oc3n[nH]c(CC(=O)OC)c32)cc1 (configuration not stated)	-2	-2	3	-7	-4	-3	-2	-1	-0.2	4
CN(C)CCCNC(=S)N(CCCO)Cc1cc2cc3c(cc2[nH]c1=O)OCO3	5	3	1	-1	7	-37	-66	-34	3.5	13
CSc1cccc(NC(=O)N2CCN(C)CC2)c1	4	0	-4	-3	-2	-2	1	1	0.1	12
N=c1oc2ccc(Br)cc2cc1C(=O)NC1CCCCCC1	0	-1	-1	-3	-7	-4	-5	3	0.1	-3
Cc1cccc(-c2noc(CCCC(=O)Nc3cccnc3)n2)c1	-1	0	0	-2	-1	1	2	0	-0.5	-1
COc1ccccc1N1CCN(C(=S)NC(=O)c2ccc([N+](=O)[O-])cc2)CC1	1	0	1	-8	-2	2	-4	-1	-1.1	4
CSCCC(NS(=O)(=O)c1ccccc1F)C(=O)NCCCn1nc(C)cc1C (configuration not stated)	-1	6	-4	0	-8	-3	3	5	0.1	4
CCN(CC)c1ccc2cc(S(=O)(=O)c3ccc(C)cc3)c(=O)oc2c1	-1	4	3	-10	-3	-5	-3	-4	-0.1	7
CCCCCCCCN1C(=O)[C@H](CC(=O)NCc2ccc(C)o2)C[C@@]2(C(=O)OCC)CCC=C12	-2	6	-1	-1	1	-6	-3	-4	0.2	2
CCOC(=O)CNC(=O)c1sc(NC(=O)c2ccccc2)nc1C	0	2	0	2	-3	0	-4	2	-0.2	11

High-throughput results deposited in PubChem by The Scripps Research Institute Molecular Screening Center.
